High-throughput results from PubChem BioAssay.
INS-1E rescue – protection of INS-1E cells from cytokine death, primary screen, ATP luminescence, single point | 20,000 tested, 0.1% active | INS-1E cytokine-induced death, 48 h; normalised: neutral wells 0, positive control 100 | protection from cytokine-induced ATP loss, % at 10 µM;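 active = mean replicate protection from cytokine-induced ATP loss at least 50% and at least 75% of replicates each reaching 50%; inconclusive = meets only one of the two criteria, mean or replicate share; inactive = fails both the mean and replicate share criteria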
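assay system = INS-1E rat insulinoma cells | amount = 8000 cells per well | medium = phenol-red-free RPMI with 5% fetal bovine serum | doses = one compound concentration, pin transfer | timing = 48 h cytokine plus compound treatment, 10 min reagent incubation | also added = IL-1β, TNF-α and IFN-γ cytokine mix | signal = CellTiter-Glo luminescence measuring cellular ATP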
T cruzi HTS – inhibitors of intracellular Trypanosoma cruzi, primary screen, cell-based, plate reader, single point, set 2; intracellular Trypanosoma cruzi in host cells; activity score (inhibition), % at 5.01 µM; 22,000 tested, 4.9% active; in the data active = activity score above about 55%; inconclusive = no clear call, values can overlap the other calls;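 also: parasites and compound incubated about four days before reading; 0% = median of neutral control wells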
Starred values were filed as active, the others as inactive; u = inconclusive; x = no result given. Compounds were not picked by outcome; overall some 5.3% were active at least once.

[1] C[C@@H]1CCCCO[C@H](CN(C)C(=O)CCCN(C)C)[C@@H](C)CN([C@H](C)CO)C(=O)c2cc(NC(=O)c3ccncc3)ccc2O1
[2] Cc1ccc(S(=O)(=O)Nc2ccc3c(c2)C(=O)N([C@@H](C)CO)C[C@@H](C)[C@H](CN(C)C(=O)Nc2ccc(F)cc2)O3)cc1
[3] C[C@@H]1CN([C@@H](C)CO)C(=O)c2cccc(NC(=O)c3ccc(-c4nccs4)cc3)c2O[C@@H]1CN(C)S(=O)(=O)c1ccccc1
[4] C[C@@H]1CN([C@@H](C)CO)C(=O)Cc2cc(NC(=O)C3CCCCC3)ccc2O[C@@H]1CN(C)CC1CCCCC1
[5] Cc1ccc(S(=O)(=O)N(C)C[C@H]2Oc3c(NC(=O)c4ccc(-c5nccs5)cc4)cccc3C(=O)N([C@@H](C)CO)C[C@@H]2C)cc1
[6] C[C@@H]1CN([C@H](C)CO)C(=O)c2cc(NC(=O)Nc3cccc4ccccc34)ccc2O[C@H]1CN(C)Cc1ccc(C(F)(F)F)cc1
[7] C[C@@H]1CN([C@@H](C)CO)C(=O)c2cccc(NC(=O)c3nc4ccccc4s3)c2O[C@H]1CN(C)CC1CCCCC1
[8] C[C@@H]1CN([C@H](C)CO)C(=O)c2cc(NS(C)(=O)=O)ccc2O[C@@H]1CN(C)S(=O)(=O)c1ccccc1

assay / entry,1,2,3,4,5,6,7,8
INS-1E rescue,-2,-3,-19,2,-2,x,-61,6
T cruzi HTS,0,-6,25,-5,20,32,44,-20

[9] C[C@@H]1CN([C@@H](C)CO)C(=O)Cc2cc(NS(=O)(=O)c3ccc(F)cc3)ccc2O[C@@H]1CN(C)C
[10] CNC[C@H]1Oc2ccc(NS(=O)(=O)c3cccs3)cc2C(=O)N([C@@H](C)CO)C[C@@H]1C
[11] C[C@@H]1CN([C@@H](C)CO)C(=O)c2cc(NC(=O)Cc3ccccc3)ccc2O[C@H]1CN(C)Cc1ccc(C(=O)O)cc1
[12] C[C@H]1CN([C@@H](C)CO)C(=O)c2cccc(NC(=O)Nc3ccc(F)cc3)c2O[C@@H]1CN(C)Cc1ccc(Cl)c(Cl)c1
[13] CCOC(=O)N(C)C[C@@H]1OCc2cn(nn2)CCCC(=O)N([C@@H](C)CO)C[C@@H]1C
[14] CNC[C@H]1Oc2ccc(NS(=O)(=O)c3ccc(OC)cc3)cc2C(=O)N([C@@H](C)CO)C[C@H]1C
[15] C[C@@H]1CN([C@H](C)CO)C(=O)c2cccc(NC(=O)CCCCCC(=O)Nc3ccccc3N)c2O[C@@H]1CN(C)Cc1ccc(C(F)(F)F)cc1
[16] Cc1noc(C)c1NC(=O)N(C)C[C@@H]1Oc2c(NC(=O)C3CC3)cccc2C(=O)N([C@H](C)CO)C[C@H]1C

assay / entry,9,10,11,12,13,14,15,16
INS-1E rescue,4,1,4,-22,x,x,13,11
T cruzi HTS,7,-13,-5,33,1,-1,54,-22

Reprinted at random: 2 records from the list
[13] CCOC(=O)N(C)C[C@@H]1OCc2cn(nn2)CCCC(=O)N([C@@H](C)CO)C[C@@H]1C
[9] C[C@@H]1CN([C@@H](C)CO)C(=O)Cc2cc(NS(=O)(=O)c3ccc(F)cc3)ccc2O[C@@H]1CN(C)C

assay / entry,13,9
INS-1E rescue,x,4
T cruzi HTS,1,7

(continued)
[17] C[C@H](CO)N1C[C@H](C)[C@H](CN(C)C)Oc2ccc(NS(=O)(=O)c3ccc(F)cc3)cc2CC1=O
[18] C[C@H](CO)N1C[C@H](C)[C@H](CN(C)Cc2ccccc2)Oc2ccc(NC(=O)Nc3cccc4ccccc34)cc2C1=O
[19] COc1ccc(CN(C)C[C@H]2Oc3ccc(NS(=O)(=O)c4ccc(C)cc4)cc3CC(=O)N([C@H](C)CO)C[C@H]2C)cc1
[20] C[C@H]1CN([C@@H](C)CO)C(=O)c2cc(NC(=O)Cc3ccccc3)ccc2O[C@@H]1CN(C)Cc1ccc(Oc2ccccc2)cc1
[21] COc1ccc(NC(=O)Nc2ccc3c(c2)C(=O)N([C@H](C)CO)C[C@H](C)[C@@H](CN(C)S(=O)(=O)c2cn(C)cn2)O3)cc1
[22] O=C(CCCCCCC(=O)Nc1ccccc1O)N/N=C/c1ccccc1Br
[23] C[C@@H]1CN([C@@H](C)CO)C(=O)CCCn2nncc2CO[C@H]1CN(C)C(=O)CCCN(C)C
[24] COc1ccc(S(=O)(=O)Nc2ccc3c(c2)C(=O)N([C@H](C)CO)C[C@H](C)[C@@H](CN(C)Cc2ccccc2)O3)cc1

assay / entry,17,18,19,20,21,22,23,24
INS-1E rescue,0,-9,-22,-44,1,0,x,-2
T cruzi HTS,-5,-4,u,8,-15,1,-16,11

[25] C[C@@H]1CN([C@@H](C)CO)C(=O)c2cc(NC(=O)CCC(F)(F)F)ccc2O[C@H]1CN(C)Cc1ccc(-c2ccccc2)cc1
[26] CC(C)NC(=O)N(C)C[C@H]1Oc2ccc(NC(=O)Cc3cn(C)c4ccccc34)cc2CC(=O)N([C@H](C)CO)C[C@H]1C
[27] C[C@@H]1CN([C@H](C)CO)C(=O)CCCn2nncc2CO[C@H]1CN(C)C(=O)Nc1ccc(C(C)(C)C)cc1
[28] C[C@H](CO)N1C[C@H](C)[C@H](CN(C)C(=O)NC2CCCCC2)Oc2ccc(NC(=O)Nc3ccc4c(c3)OCO4)cc2C1=O
[29] COc1ccc(NC(=O)Nc2ccc3c(c2)C(=O)N([C@@H](C)CO)C[C@@H](C)[C@H](CN(C)C(=O)NC2CCCCC2)O3)cc1
[30] C[C@@H]1CN([C@@H](C)CO)C(=O)c2cc(NS(=O)(=O)c3ccccc3)ccc2O[C@H]1CN(C)Cc1ccc(C(=O)O)cc1
[31] COc1ccc(NC(=O)Nc2ccc3c(c2)CC(=O)N([C@H](C)CO)C[C@H](C)[C@H](CN(C)C(=O)Nc2cccc4ccccc24)O3)cc1
[32] COc1ccc(S(=O)(=O)N(C)C[C@@H]2Oc3c(NC(=O)Nc4c(C)noc4C)cccc3C(=O)N([C@@H](C)CO)C[C@@H]2C)cc1

assay / entry,25,26,27,28,29,30,31,32
INS-1E rescue,-12,0,4,x,1,-1,2,8
T cruzi HTS,-10,5,-2,-10,6,-6,-5,-18

[33] COc1ccc(CN(C)C[C@@H]2Oc3ccc(NC(=O)Nc4ccc(OC)cc4)cc3CC(=O)N([C@H](C)CO)C[C@H]2C)cc1
[34] C[C@@H]1CN([C@@H](C)CO)C(=O)Cc2cc(NC(=O)CCC(F)(F)F)ccc2O[C@@H]1CN(C)Cc1ccc(C(F)(F)F)cc1
[35] CNC[C@@H]1Oc2ccc(NC(=O)Nc3ccc(F)cc3)cc2C(=O)N([C@H](C)CO)C[C@@H]1C
[36] C[C@H]1CN([C@@H](C)CO)C(=O)Cc2cc(NC(=O)Cc3ccccc3)ccc2O[C@@H]1CN(C)CC1CC1
[37] C[C@@H]1CN([C@@H](C)CO)C(=O)c2cc(NC(=O)Nc3cccc4ccccc34)ccc2O[C@@H]1CN(C)C(=O)Nc1ccc2c(c1)OCO2
[38] C[C@@H]1CN([C@@H](C)CO)C(=O)c2cccc(NS(=O)(=O)c3cccs3)c2O[C@@H]1CN(C)C(=O)Nc1ccc(C(F)(F)F)cc1
[39] Cc1noc(C)c1NC(=O)Nc1ccc2c(c1)C(=O)N([C@@H](C)CO)C[C@@H](C)[C@H](CN(C)C(=O)NC1CCCCC1)O2
[40] C[C@@H]1CN([C@@H](C)CO)C(=O)c2cc(NC(=O)Nc3ccc4c(c3)OCO4)ccc2O[C@@H]1CN(C)C(=O)Nc1ccc(C(F)(F)F)cc1

assay / entry,33,34,35,36,37,38,39,40
INS-1E rescue,6,-7,8,3,1,-34,0,-23
T cruzi HTS,12,-1,-13,-1,4,32,-5,-7

A few values from the entries so far:
Result for `COc1ccc(CN(C)C[C@@H]2Oc3ccc(NC(=O)Nc4ccc(OC)cc4)cc3CC(=O)N([C@H](C)CO)C[C@H]2C)cc1` under INS-1E rescue: 6
Result for `C[C@H]1CN([C@@H](C)CO)C(=O)Cc2cc(NC(=O)Cc3ccccc3)ccc2O[C@@H]1CN(C)CC1CC1` under INS-1E rescue: 3
Result for `C[C@@H]1CN([C@@H](C)CO)C(=O)c2cc(NC(=O)Nc3ccc4c(c3)OCO4)ccc2O[C@@H]1CN(C)C(=O)Nc1ccc(C(F)(F)F)cc1` under INS-1E rescue: -23
Result for `C[C@@H]1CN([C@@H](C)CO)C(=O)c2cc(NC(=O)Nc3cccc4ccccc34)ccc2O[C@@H]1CN(C)C(=O)Nc1ccc2c(c1)OCO2` under T cruzi HTS: 4

Additional entries
[41] Cc1noc(C)c1S(=O)(=O)Nc1cccc2c1O[C@H](CN(C)C(=O)Nc1cccc3ccccc13)[C@H](C)CN([C@@H](C)CO)C2=O
[42] C[C@@H]1CCCCO[C@H](CN(C)S(=O)(=O)c2ccc(F)cc2)[C@@H](C)CN([C@H](C)CO)C(=O)c2cc(NC(=O)NC3CCCCC3)ccc2O1
[43] Cc1noc(C)c1NC(=O)Nc1cccc2c1O[C@H](CN(C)C(=O)Nc1cccc3ccccc13)[C@H](C)CN([C@H](C)CO)C2=O
[44] COc1ccc(CN(C)C[C@H]2Oc3ccc(NC(=O)Cn4cnnn4)cc3C(=O)N([C@H](C)CO)C[C@H]2C)cc1
[45] C[C@@H]1CN([C@H](C)CO)C(=O)Cc2cc(NC(=O)Nc3ccc(C(F)(F)F)cc3)ccc2O[C@@H]1CN(C)S(=O)(=O)c1cccs1
[46] C[C@@H]1CN([C@@H](C)CO)C(=O)Cc2cc(NC(=O)NC3CCCCC3)ccc2O[C@@H]1CN(C)S(=O)(=O)c1ccc(F)cc1
[47] C[C@@H]1CCCCO[C@@H](CN(C)C(=O)C2CCCCC2)[C@@H](C)CN([C@H](C)CO)C(=O)c2cc(NC(=O)c3ccccc3)ccc2O1
[48] Cc1noc(C)c1S(=O)(=O)Nc1ccc2c(c1)C(=O)N([C@@H](C)CO)C[C@@H](C)[C@@H](CN(C)Cc1ccc(C(=O)Nc3ccccc3N)cc1)O2

assay / entry,41,42,43,44,45,46,47,48
INS-1E rescue,5,-10,7,2,1,0,-9,-3
T cruzi HTS,18,2,-5,4,66*,29,2,54

[49] Cc1noc(C)c1NC(=O)Nc1ccc2c(c1)C(=O)N([C@@H](C)CO)C[C@@H](C)[C@H](CN(C)C(=O)Nc1ccc(C(F)(F)F)cc1)O2
[50] Cc1noc(C)c1S(=O)(=O)Nc1ccc2c(c1)C(=O)N([C@H](C)CO)C[C@H](C)[C@H](CN(C)Cc1ccccc1)OCCCC[C@@H](C)O2
[51] COc1ccc(NC(=O)Nc2ccc3c(c2)CC(=O)N([C@H](C)CO)C[C@@H](C)[C@H](CN(C)S(=O)(=O)c2cccs2)O3)cc1
[52] C[C@H](CO)N1C[C@H](C)[C@@H](CN(C)S(C)(=O)=O)Oc2c(NC(=O)C3CC3)cccc2C1=O
[53] Cc1noc(C)c1NC(=O)Nc1cccc2c1O[C@@H](CN(C)Cc1ccc(C(=O)Nc3ccccc3N)cc1)[C@H](C)CN([C@H](C)CO)C2=O
[54] C[C@H]1CN([C@@H](C)CO)C(=O)c2cc(NC(=O)CCCN(C)C)ccc2O[C@H]1CN(C)S(=O)(=O)c1ccc(F)cc1
[55] COc1ccc(NC(=O)Nc2cccc3c2O[C@H](CN(C)S(=O)(=O)c2cn(C)cn2)[C@@H](C)CN([C@H](C)CO)C3=O)cc1
[56] C[C@@H]1CN([C@@H](C)CO)C(=O)Cc2cc(NC(=O)Nc3ccc(C(F)(F)F)cc3)ccc2O[C@@H]1CN(C)C(=O)Nc1ccccc1

assay / entry,49,50,51,52,53,54,55,56
INS-1E rescue,1,-1,8,11,0,12,12,1
T cruzi HTS,-23,-24,-8,-21,42,-20,2,-20

[57] Cc1ccc(S(=O)(=O)Nc2ccc3c(c2)CC(=O)N([C@H](C)CO)C[C@H](C)[C@H](CN(C)Cc2ccncc2)O3)cc1
[58] C[C@H](CO)N1C[C@H](C)[C@H](CN(C)S(=O)(=O)c2ccc(Cl)cc2)Oc2ccc(NS(=O)(=O)c3cn(C)cn3)cc2C1=O
[59] C[C@H](CO)N1C[C@H](C)[C@H](CN(C)C(=O)NC2CCCCC2)Oc2ccc(NC(=O)CCCCCC(=O)Nc3ccccc3N)cc2CC1=O
[60] C[C@@H]1CN([C@@H](C)CO)C(=O)c2cccc(NC(=O)c3ccc(-c4nccs4)cc3)c2O[C@@H]1CN(C)C(=O)Nc1cccc2ccccc12
[61] C[C@H](CO)N1C[C@H](C)[C@H](CN(C)S(=O)(=O)c2ccc(F)cc2)Oc2ncc(-c3cccc(F)c3)cc2C1=O
[62] Cc1noc(C)c1NC(=O)Nc1ccc2c(c1)C(=O)N([C@@H](C)CO)C[C@@H](C)[C@@H](CN(C)S(=O)(=O)c1ccccc1)O2
[63] C[C@@H]1CN([C@@H](C)CO)C(=O)c2cc(NC(=O)NC3CCCCC3)ccc2O[C@H]1CN(C)S(C)(=O)=O
[64] C[C@H]1CN([C@@H](C)CO)C(=O)c2cc(NC(=O)CCCCCC(=O)Nc3ccccc3N)ccc2O[C@@H]1CN(C)C(=O)Nc1ccc(F)cc1

assay / entry,57,58,59,60,61,62,63,64
INS-1E rescue,-6,9,-1,-17,x,3,0,-19
T cruzi HTS,-3,-16,-43,16,28,-12,-17,-35
